ERp5 block – inhibitors of ERp5-driven insulin aggregation, primary screen, biochemical, turbidity, absorbance 650 nm, single point; AID 651711, 2012; 90 min; Protein disulfide-isomerase A6 (Homo sapiens), Q15084; inhibition, % at 9.99 µM; hit rate 0.05% among 350,000;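 active = mean replicate inhibition above about 25%, with every replicate also reaching it, limit read from the data, passing the limit was not always enough; inconclusive = only one of those two criteria met; inactive = neither criterion met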
Target sequence (Q15084 whole entry, looked up): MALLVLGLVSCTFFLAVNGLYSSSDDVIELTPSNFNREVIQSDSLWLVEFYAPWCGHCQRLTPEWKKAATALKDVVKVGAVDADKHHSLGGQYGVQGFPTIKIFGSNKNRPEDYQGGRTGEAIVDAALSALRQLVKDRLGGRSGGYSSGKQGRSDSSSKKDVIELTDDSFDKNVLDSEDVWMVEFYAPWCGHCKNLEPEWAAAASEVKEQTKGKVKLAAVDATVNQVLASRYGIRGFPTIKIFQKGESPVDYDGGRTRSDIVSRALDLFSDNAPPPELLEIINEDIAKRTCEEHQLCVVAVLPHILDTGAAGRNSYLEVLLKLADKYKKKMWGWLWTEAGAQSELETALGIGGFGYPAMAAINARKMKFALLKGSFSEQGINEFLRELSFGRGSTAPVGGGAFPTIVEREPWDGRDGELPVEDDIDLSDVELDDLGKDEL
miR122 inh – miR-122 Renilla sensor signal increase in Huh7, primary screen, miR-122 inhibitor project, cell-based, single point, plate reader; AID 602342, 2012; Huh7 miR-122 Renilla luciferase sensor, 48 h; neutral wells = 0, positive control = 100; activation (reporter increase), % at 12.5 µM; hit rate 0.3% among 340,000;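 active = mean replicate activation score at least 90 and every replicate individually at or above 90; inconclusive = only one of the two criteria met; inactive = neither criterion met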;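 note: higher luciferase means less miR-122 activity so hits act as miR-122 inhibitors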
ARNT-TACC3 inh – disruptors of ARNT/TACC3 protein interaction, primary screen, biochemical, AlphaScreen, single concentration; Transforming acidic coiled-coil-containing protein 3 (Homo sapiens), Q9Y6A5; AlphaScreen His-ARNT PAS-B/GST-TACC3 binding, luminescence; TACC3 fragment carries E629A point mutation; inhibition, % at 9.99 µM; hit rate 0.66% among 390,000;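 active = mean inhibition of replicates at least 50% and at least half of replicates each reaching 50%; inconclusive = half or more replicates reach 50% but mean below 50%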;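 note: 0% = complete ARNT plus TACC3 wells and 100% = ARNT alone without TACC3; many hits fall short of the cut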
Statin myotox sup – suppressors of statin myotoxicity in C2C12 myotubes, primary screen, cell-based, single point, plate reader; C2C12 myotubes + simvastatin, ATP luminescence, 48 h; scaled: DMSO 0, geranylgeraniol control 100; rescue of ATP level, % at 7.49 µM; hit rate 0.78% among 330,000; AID 602340, 2012;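 active = mean ATP rescue above about 67%, or every replicate alone reaching that limit, limit read from the data, passing the limit was not always enough; inconclusive = no clear call, values can overlap the other calls; inactive = mean under the limit and some replicate under it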;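 note: myotubes were challenged with 10 µM simvastatin during compound exposure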
esBAF inh – Bmi1 luciferase reporter increase in mESCs, primary screen, esBAF inhibitor project, mouse ES cells, Bmi1 luciferase knock-in, single point; AID 602393, 2012; hit rate 2% among 350,000; reporter increase, % at 12.5 µM; 24 h; 100% = twice the neutral-well signal; in the data active = activation above about 40%; inconclusive = no clear call, values can overlap the other calls;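 note: 0% = median of the plate's neutral control wells and 100% = double that signal; a rise in the Bmi1 reporter signal indicates esBAF inhibition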
Cneo AK release – Cryptococcus neoformans cell lysis inducers, primary screen, AK release luminescence, single concentration | C. neoformans lysis, adenylate kinase release luminescence, 4 h; normalised: neutral wells 0, clomiphene wells 100 | lysis activity, % at 15 µM | hit rate 0.2% among 360,000 | AID 651654, 2012;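 active = mean lysis activity across replicates of at least 80%, whatever share of replicates individually reach that level; inactive = mean lysis activity below 80%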
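Material – log-phase Cryptococcus neoformans yeast cells · Input – 5 × 10^6 yeast cells/mL · Medium – fresh YPD growth medium · Doses – single compound concentration per well · Timing – static 4 h at 37 °C with compound, 1 h detection · Detection – adenylate kinase release luminescence · Read-out – signal increase indicating cell lysis · Control set – Clomiphene as positive lysis control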
SIRT5 block – SIRT5 desuccinylase inhibitors, primary screen, biochemical, fluorescence imaging, single point, set 5; Purified SirT5, succinyl-peptide AMC, trypsin-coupled fluorescence; inhibition, % at 15 µM; hit rate 1.1% among 330,000; in the data active = inhibition above about 15%; inconclusive = no clear call, values can overlap the other calls
Target sequence (Q9NXA8 whole entry, looked up): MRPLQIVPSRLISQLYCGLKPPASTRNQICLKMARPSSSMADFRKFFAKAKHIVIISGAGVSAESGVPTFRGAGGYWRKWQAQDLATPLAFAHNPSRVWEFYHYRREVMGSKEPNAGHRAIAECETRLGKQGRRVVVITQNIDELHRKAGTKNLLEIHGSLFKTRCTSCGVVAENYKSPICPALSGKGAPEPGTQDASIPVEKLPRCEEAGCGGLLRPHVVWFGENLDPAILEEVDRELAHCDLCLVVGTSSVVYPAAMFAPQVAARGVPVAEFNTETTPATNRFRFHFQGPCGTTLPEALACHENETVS
Numbers without * were called inactive; ? = inconclusive; . = not tested or not shown; [ ] = dose if it differs, or a comment.

SMILES	ERp5 block	miR122 inh	ARNT-TACC3 inh	Statin myotox sup	esBAF inh	Cneo AK release	SIRT5 block
O=C(CNC(=O)c1ccncc1)N/N=C/c1cc(Br)ccc1OCc1ccccc1	-2	.	2	.	.	.	4
C=C(C)c1ccc(C(C)(C)NC(=O)NCc2ccco2)cc1	.	-1	-2	.	-3	0	.
CCn1c(SCC(=O)Nc2cc(OC)ccc2OC)nnc1C1CCCCC1	.	-2	-6	10	-3	0	.
Cn1c(N)c(C(=O)COC(=O)Cc2ccc(Br)cc2)c(=O)n(C)c1=O	3	-5	17	-2	3	-1	4
O=C(C1CCCC1)N1C[C@@H]2[C@H](c3ccccc31)[C@H](CO)N2C(=O)c1ccccc1	-4	10[16.7 µM]	-3	0	-2	-4	0
Cc1cc(C)c2c(n1)SCC(=O)N2CC(=O)Nc1ccc(C)c(C)c1	-6	.	-2	-7	0	1	.
O=C1CC(C(=O)Nc2ccc(Cl)cc2[N+](=O)[O-])C2(CCCCC2)O1 (stereo not drawn)	3	-2	-17	0	0	.	-1
CCCn1nnnc1NCc1ccc(CC)cc1	-6	5	-3	7	7	1	-4
COc1cccc2cc(-c3nnc(SCC(=O)Nc4nc(C)cs4)n3C)oc12	.	-5	-5	-6	2	2	.
CC(C)(C)c1ccc(C(=O)NCC(=O)NNC(=O)c2ccccc2O)cc1	2	.	-2	.	.	.	2
CNC(=S)N/N=C/c1ccc(C(C)C)cc1	.	-1	-2	-8	59*	27	.
C[C@@H]1CN([C@H](C)CO)C(=O)c2cc(C#Cc3cccc(F)c3)cnc2O[C@@H]1CN(C)Cc1ccccn1	-2	-6[16.7 µM]	-7	-9	-14	0	1
COc1ccc(OC)c2sc(N(CCCN(C)C)C(=O)CCS(=O)(=O)c3ccccc3)nc12	-3	.	7	.	.	1	-1
COc1ccc(Cn2cc(F)c(=O)n(CCC(C)C)c2=O)cc1[N+](=O)[O-]	.	-5	.	21	4	-4	.
CCN(Cc1ccccc1)C(=O)COc1ccccc1	4	-1	1	-2	-3	2	2
C[C@H](CO)N1C[C@H](C)[C@H](CN(C)S(=O)(=O)c2cccs2)Oc2ncc(C#CC(C)(C)O)cc2C1=O	-2	2[16.7 µM]	-14	3	1	-3	3
CC(C)(C)NC(=O)CSc1nc(Cc2ccccc2)nc2ccccc12	0	1	-4	-1	10	-2	1
O=C(COc1ccc(Cl)cc1)NCCSCc1ccccc1Cl	.	-8	-41	.	.	-1	.
CC(Oc1ccccc1)C(=O)N=Nc1c(O)[nH]c2ccc(Br)cc12 (stereo not drawn)	1	.	-5	.	.	.	0
COCC(=O)Nc1ccc2c(c1)OC[C@H](C)N(CCc1ccccc1)C[C@H](C)[C@H](OC)CN(C)C2=O	4	-6[16.7 µM]	-2	-2	1	0	-1
O=C(c1ccncc1)N1CC[C@@H]2[C@H](CO)Nc3ccc(-c4ccccc4)cc3[C@@H]21	3	-3[16.7 µM]	-2	-14	2	46	3
O=C(O/N=C1\CCS(=O)(=O)c2sccc21)c1ccc(F)cc1	-4	-3	-1	1	0	-2	0
C=CCSC1=C(C#N)C(c2ccc(OCC)cc2)CC(=O)N1 (stereo not drawn)	-2	-9	1	4	7	-2	0
CC(=O)c1ccc(NC(=O)CSc2nnc(-c3ccncc3)n2C2CC2)cc1	-3	1	-3	-2	3	3	-3
NC(=O)c1cnn2c(C(F)(F)F)cc(-c3ccccc3)nc12	.	-3	10	.	-3	1	.
Cc1cc(C)nc(N2CCCC(C(=O)NC3CC3)C2)n1 (stereo not drawn)	4	.	-18	5	-7	0	0
Cc1cc(NC(=O)COC(=O)c2ccc(S(=O)(=O)N3CCCc4ccccc43)cc2)no1	.	25	0	.	-4	-4	.
COc1cc(NC(=O)C2COc3ccccc3O2)c(OC)cc1Cl (stereo not drawn)	.	1	1	-8	-4	1	.
CNC(=O)C1=C(C)Nc2nc3ccccc3n2C1c1ccc(F)cc1 (stereo not drawn)	-1	.	6	.	.	1	-2
CC(C)NC(=O)Nc1ccc2c(c1)C(=O)N([C@@H](C)CO)C[C@@H](C)[C@@H](CN(C)C(=O)CCC(F)(F)F)OCCCC[C@@H](C)O2	0	-7[16.7 µM]	0	.	.	-1	2
COC(=O)c1sccc1S(=O)(=O)Nc1ccc(N2CCCCC2)cc1	3	.	-6	.	.	.	-2
COc1ccc(NC(=O)CC(c2ccc(F)cc2)c2ccc(OC(C)C)cc2)cc1 (stereo not drawn)	-6	.	-5	.	.	.	-4
CCOC(=O)c1c(C)[nH]c(C(=O)OC(C)C(=O)NC2(C#N)CCCCC2)c1C (stereo not drawn)	-9	8	.	2	-7	0	.
CC1(C)CC2(CCO1)OC(=O)CC2C(=O)Nc1c(Cl)cccc1Cl (stereo not drawn)	3	.	-10	.	.	.	1
O=C(Nc1nccs1)C1CCCN1/C=C/C(=O)C(F)(F)F (stereo not drawn)	2	-7	-1	2	4	0	3
CNC[C@H]1Oc2c(NC(=O)Nc3ccc4c(c3)OCO4)cccc2C(=O)N([C@@H](C)CO)C[C@H]1C	1	-1[16.7 µM]	3	-60	17	6	99*
C[C@@H]1CN([C@@H](C)CO)C(=O)Cc2cc(NS(=O)(=O)c3ccc(Cl)cc3)ccc2O[C@H]1CN(C)C	-1	31[16.7 µM]	-4	3	6	1	-1
Cc1cc(C)cc(OCCN2CCOCC2)c1	2	0	-14	-1	3	1	.
COc1cccc(OC)c1C(=O)N1CCN(Cc2ccc3c(c2)OCO3)CC1	.	2	-3	-9	4	10	.
CCN1CCN(c2nc(-c3ccccc3)c3ccccc3n2)CC1	2	0	19	-11	-3	1	-31

Profiles from above. Screens in order: ERp5 block | miR122 inh | ARNT-TACC3 inh | Statin myotox sup | esBAF inh | Cneo AK release | SIRT5 block
C=C(C)c1ccc(C(C)(C)NC(=O)NCc2ccco2)cc1 is entered as . | -1 | -2 | . | -3 | 0 | .
COc1ccc(OC)c2sc(N(CCCN(C)C)C(=O)CCS(=O)(=O)c3ccccc3)nc12 is entered as -3 | . | 7 | . | . | 1 | -1

Continued.
SMILES	ERp5 block	miR122 inh	ARNT-TACC3 inh	Statin myotox sup	esBAF inh	Cneo AK release	SIRT5 block
CC(=O)Nc1ccc(S(=O)(=O)NCCN2CCNC2=O)cc1Cl	-5	-4	11	2	-6	-2	-1
COc1ccc(Cl)cc1N1C(=O)C2CCCN2C1c1cccc(F)c1 (stereo not drawn)	0	8	-7	7	-3	-2	.
Cc1ccc(S(=O)(=O)Nc2ccc3c(c2)C(=O)N([C@H](C)CO)C[C@@H](C)[C@H](CN(C)C(=O)Nc2ccc(F)cc2)O3)cc1	0	6[16.7 µM]	-5	11	2	0	-4
N#C/C(=C(O)\C=C\c1ccccc1)c1nc2ccccc2[nH]1	-2	-5	-1	-5	23	1	-2
COC(=O)Cc1c(C)nc2nc(NCc3ccc(Cl)cc3)[nH]n2c1=O	.	3	-2	2	2	-1	.
Nn1c(SCC(=O)Nc2cccc(C(F)(F)F)c2)nncc1=O	-5	-3	1	5	5	-2	-2
O=C(C[n+]1ccccc1)N/N=C/c1ccccc1C(F)(F)F	5	7	-3	13	17	0	-1
CCCCN(CC)CCNC(=O)CCNC(=O)Cn1ccc2ccccc2c1=O	-1	-3	-2	6	4	.	0
O=C(NNC(=S)Nc1ccc(F)cc1)c1ccccc1OC(F)F	.	4	10	-21	2	1	.
CCN1C(=O)[C@H]2[C@@H](c3ccc(OC)cc3)N3C(=O)CN(Cc4ccccc4)C(=O)[C@@]3(C)[C@H]2C1=O	4	-11	1	2	2	-1	1
CCOC(=O)N/N=C/c1cc(OC)c(O)c(OC)c1	-7	.	-13	.	.	.	-6
CC(C)C[C@H](NC(=O)C1(c2ccccc2)CCN(C(=O)OC(C)(C)C)CC1)C(=O)N1CCC[C@H]1C(=O)O	5	-1	-11	-4	3	-1	0
CO[C@@H](CN(C)S(=O)(=O)c1ccccc1)[C@H](C)CN(C(=O)Nc1ccccc1F)[C@H](C)CO	-1	.	-6	-4	12	1	-1
Cn1cc(C(=O)C(=O)NC2CC2)c2ccccc21	5	-1	1	6	-11	3	4
Cc1ccc(C(=O)N/C(=C\c2ccc(-c3ccc([N+](=O)[O-])cc3)o2)C(=O)NC2CCS(=O)(=O)C2)cc1 (stereo not drawn)	-1	-13	-12	2	-3	.	-2
COc1ccc(CNC(=O)c2cccc(S(=O)(=O)N3CCN(c4ccc(F)cc4)CC3)c2)cc1	2	.	-1	28	.	-5	-1
Cc1oc(-c2ccccc2Cl)nc1CSCC(=O)NC1CCCC1	.	-14	-1	.	-6	.	.
O=C(Cn1cc(C(F)(F)F)ccc1=O)NCCc1ccc(Cl)cc1Cl	.	1	0	4	5	.	.
C=CCN(C(=O)CCC(=O)Nc1cc(C)on1)C(C(=O)NC1CCCC1)c1ccc(Cl)cc1 (stereo not drawn)	3	.	-4	4	-3	0	0
CN1CCc2ccccc2CC1=O	.	-8	-1	.	.	3	.
Cc1cc2nc(C3CCCN(C(=S)Nc4ccccc4C)C3)[nH]c2cc1C (stereo not drawn)	.	3	1	-11	4	-4	.
COc1ccc(C)cc1S(=O)(=O)N(CC(=O)NC1CCCC1)c1ccc(F)cc1	6	0	46*	.	.	-5	2
COC(=O)C1=C(C)NC(=O)NC1c1ccc(OC)c(OC)c1 (stereo not drawn)	3	6	.	-2	-4	-1	-1
COc1ccccc1NCCC(=O)OCC(=O)Nc1ccc(Cl)cn1	.	-7	-2	-1	-8	-1	.
CCCCNc1nnc(SCC(=O)c2c(N)n(CCC)c(=O)[nH]c2=O)s1	3	-8	7	6	0	-2	-3
CC1CN(c2ccccc2)c2nc3c(c(=O)[nH]c(=O)n3C)n2C1 (stereo not drawn)	3	-9	-13	5	-7	1	1
CCOC(=O)c1c(C)[nH]c(C(=O)CSc2ccc(Cl)cc2)c1C	.	36	4	-33	?	-1	.
CC1CCCN(C(=O)c2cc3c(-c4ccc(Cl)cc4)nn(C)c3s2)C1 (stereo not drawn)	14	13	-2	-7	6	-1	.
COc1cccc(NC2=NC3(CCCCC3)N=C(N)N2)c1	.	-2	6	-1	1	0	.
O=c1cc(N2CCN(Cc3ccccc3)CC2)[nH]c(=O)n1-c1cccc(C(F)(F)F)c1	.	-4	5	46	3	2	.
O=C(CCc1nnc2ccc(N3CCC4(CC3)OCCO4)nn12)NCc1ccc(F)cc1	2	-3	-9	3	-7	-1	7
C/C(=N/NC(=O)c1ccccc1O)c1ccc(N2C(=O)C3CCCCC3C2=O)cc1 (stereo not drawn)	.	2	7	2	24	1	.
Cc1c(C(=O)N2CCCC2)oc2c1-c1nn(CC(=O)NCCCN3CCCCC3C)cc1CC2 (stereo not drawn)	2	3	-6	6	0	-2	0
Cc1ccc(S(=O)(=O)N2C[C@H]3C(=O)C[C@@H](c4cccs4)N(S(=O)(=O)c4ccc(C)cc4)[C@H]3C[C@H]2c2ccccc2)cc1	-2	12	.	-10	-2	1	-9
Cc1ccc(-n2c(SCC(=O)O)nc3c(sc(=S)n3-c3ccc(C)c(C)c3)c2=O)cc1	-1	11	0	20	3	-1	1

An excerpt of these results, with values under each structure.
Under each structure: ERp5 block, miR122 inh, ARNT-TACC3 inh, Statin myotox sup, esBAF inh, Cneo AK release, SIRT5 block
- C=CCSC1=C(C#N)C(c2ccc(OCC)cc2)CC(=O)N1 (stereo not drawn)
    -2, -9, 1, 4, 7, -2, 0
- CCOC(=O)c1c(C)[nH]c(C(=O)CSc2ccc(Cl)cc2)c1C
    ., 36, 4, -33, ?, -1, .

Source: PubChem (Broad Institute)
